Source: PubChem BioAssay
NPY-Y1 PAM-ag – human NPY-Y1 potentiation or agonism, primary screen; P25929; NPY-Y1 expressing cells, potentiator/agonist activation; activation, % at 3.6 µM; 220,000 tested, 0.37% active; in the data active means activation above about 33%, passing the limit was not always enough;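 further: cells stimulated with NPY at EC10 then isoproterenol at EC100; 0% = low agonist plus stimulus and 100% = saturating agonist plus stimulus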
Ba/F3 V617F tox – reduce viability of Ba/F3 cells dependent on JAK2V617F. Ba/F3 EpoR-JAK2V617F viability, ATP luminescence. inhibition, % at 5.6 µM. 220,000 tested, 1.1% active;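 active means inhibition above the campaign mean plus 3 SD over all tested compounds, cut at about 24% in these data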;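 further: cytokine-independent growth of Ba/F3 cells driven by EpoR plus mutant JAK2; 0% = DMSO-treated cells and 100% = JAK inhibitor I control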
NCF1 inh – blocks human p47phox regulatory protein of NADPH oxidases | P14598 | p47phox/p22phox peptide binding, fluorescence polarization, 2 h | inhibition, % at 24.7 µM | 220,000 tested, 0.53% active;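 active means inhibition above about 30%, limit read from the data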;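 further: 0% = p47phox with labelled peptide and 100% = labelled peptide alone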
Target sequence (P14598 whole entry, looked up): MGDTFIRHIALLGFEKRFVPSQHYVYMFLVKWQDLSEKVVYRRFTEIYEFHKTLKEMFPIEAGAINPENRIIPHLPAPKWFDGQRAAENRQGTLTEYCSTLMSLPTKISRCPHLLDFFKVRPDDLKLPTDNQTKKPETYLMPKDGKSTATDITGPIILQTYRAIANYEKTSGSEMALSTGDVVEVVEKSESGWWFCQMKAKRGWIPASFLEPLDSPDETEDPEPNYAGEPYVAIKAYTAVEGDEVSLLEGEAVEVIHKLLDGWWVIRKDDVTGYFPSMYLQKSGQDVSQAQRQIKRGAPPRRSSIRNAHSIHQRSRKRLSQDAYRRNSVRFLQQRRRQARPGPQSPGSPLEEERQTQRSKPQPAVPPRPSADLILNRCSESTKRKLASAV
NPY Y1 blocker – blocks the human neuropeptide Y Y1 receptor; P25929; HEK293-CNG Y1 cells, membrane potential fluorescence; NPY at EC95, then isoproterenol; inhibition, % at 3.6 µM; 200,000 tested, 1% active; AID 1040;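 active means inhibition above the campaign mean inhibition of all tested compounds plus 3 SD, cut at about 20% in these data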;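 further: 0% = DMSO wells given NPY plus isoproterenol and 100% = isoproterenol alone without NPY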
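System: HEK293 cells with Y1 receptor plus CNG channel / Probe or stimulus: NPY 25 nM then isoproterenol 1 µM plus Ro 20-1724 25 µM / Compound: one concentration, 3.6 µM, in 0.4% DMSO / Schedule: compound incubation 1 h at room temperature, readout 45 min post-stimulation / Measured by: membrane potential fluorescence / Read-out: % inhibition of NPY effect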
BaF3 tox – parental Ba/F3 viability inhibition as JAK2V617F counter-screen. CellTiter-Glo ATP luminescence. inhibition, % at 5.6 µM. 220,000 tested, 1.1% active;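 active means inhibition above a per-campaign cutoff, the mean inhibition of all tested compounds plus 3 SD, cut at about 27% in these data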;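 further: 0% = DMSO wells and 100% = JAK Inhibitor I control wells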
NPY-Y2 PAM-ag – potentiators or agonists of human neuropeptide Y receptor Y2. cells expressing NPY-Y2, potentiator/agonist read-out. AID 1359. P49146. activation, % at 3.6 µM. 220,000 tested, 0.45% active; in the data active means activation above about 27%;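 further: cells stimulated with NPY near EC25 plus isoproterenol at EC100; 0% = vehicle plus submaximal agonist and 100% = vehicle plus saturating agonist; some results beyond the cut were filed as inactive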
Target sequence (P49146 whole entry, looked up): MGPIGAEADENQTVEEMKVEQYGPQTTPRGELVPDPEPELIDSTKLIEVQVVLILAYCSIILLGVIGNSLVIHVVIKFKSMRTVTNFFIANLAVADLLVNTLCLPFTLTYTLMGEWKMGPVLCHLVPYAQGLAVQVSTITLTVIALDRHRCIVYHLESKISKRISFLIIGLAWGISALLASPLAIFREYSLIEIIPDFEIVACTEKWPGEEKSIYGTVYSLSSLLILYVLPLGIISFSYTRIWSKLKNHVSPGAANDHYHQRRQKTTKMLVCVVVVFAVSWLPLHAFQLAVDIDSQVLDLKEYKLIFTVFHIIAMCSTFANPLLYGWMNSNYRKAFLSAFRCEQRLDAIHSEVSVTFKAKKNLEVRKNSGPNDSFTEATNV
CHOP inhibitor – blocks CHOP induction under ER stress. CHO-K1 CHOP-promoter luciferase, tunicamycin-induced, 15-18 h. inhibition, % at 10 µM. 220,000 tested, 3.8% active. AID 2732;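 active means compounds that reduced the stress-induced luciferase reporter signal by more than about 70% of percent inhibition, limit read from the data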;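 further: 0% = tunicamycin plus vehicle and 100% = wells without tunicamycin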
S1P4 agonist – agonists of human S1P4 receptor; O95977; S1P4-expressing cell line, agonist reporter assay; activation, % at 4.98 µM; 220,000 tested, 0.35% active; AID 1509; in the data active means activation above about 11%;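 further: 0% = DMSO vehicle and 100% = reference agonist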
S1P4 antag – blocks the human S1P4 receptor; O95977; S1P4-expressing cells, antagonist mode, reporter read-out; inhibition, % at 4.98 µM; 220,000 tested, 0.26% active; AID 1510; in the data active means inhibition above about 29%;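 further: 0% = wells stimulated with agonist and 100% = vehicle wells without agonist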
Active calls of the source: *; / = no result given.

entry	SMILES	NPY-Y1 PAM-ag	Ba/F3 V617F tox	NCF1 inh	NPY Y1 blocker	BaF3 tox	NPY-Y2 PAM-ag	CHOP inhibitor	S1P4 agonist	S1P4 antag
1	Cc1ccc(S(=O)(=O)c2c(C)cc(C)nc2Oc2cccc(C(F)(F)F)c2)cc1	-3	-2	-13	5	1	14	55	2.7	2
2	CC(NC(=O)CSc1ncccn1)c1ccc(Cl)cc1Cl (stereo not given)	-7	-3	-6	3	9	8	-30	0.3	7
3	CCCCn1c(NCc2ccccc2O)nc2ccccc21	-11	-2	1	2	-1	-6	48	1.6	10
4	O=C(CNC(=O)c1ccc(Cl)cc1)OCc1nc2ccccc2s1	-3	-2	2	1	1	8	8	-0.1	9
5	O=C(O)CCCC(=O)NCCCCc1ccccc1	11	0	-6	4	0	-1	-1	-1.0	16
6	COc1ncccc1-c1nnn(-c2ccc(F)cc2)n1	-3	-1	-3	1	-2	-9	21	1.0	1
7	COc1ccccc1Nc1nc(-c2sc(NC(=O)c3ccco3)nc2C)cs1	18	5	-46	-8	6	0	38	1.4	-3
8	COc1c(C)cccc1C(=O)Nc1ccc(CN2CCOCC2)cc1	0	2	-11	2	2	-2	-2	1.5	-20
9	C=CCOC(=O)C(C#N)c1nc2ccccc2nc1N1CCN(c2ccccc2OC)CC1 (stereo not given)	-2	-1	-27	16	6	6	25	0.1	-24
10	O=C(Nc1ccc(F)cc1)Nc1csc2ccccc12	-14	-4	-11	/	-2	4	43	1.3	16
11	CCOc1ccc(NC(=O)c2cnccn2)cc1	-22	-2	-5	5	1	9	-10	-3.1	-13
12	COc1ccc(CN2CCN(C(=O)c3cccs3)CC2)cc1	-1	-5	-3	-4	-2	16	10	0.8	-11
13	O=S(=O)(c1c(Cl)sc(Cl)c1Br)N1CCCC1	-3	-4	-2	/	-4	15	9	-0.2	4
14	Clc1cccc(C2CCN(Cc3nc(COc4ccccc4)no3)C2)c1 (stereo not given)	1	-2	-3	13	2	-16	4	1.9	-1
15	Cc1ccc(S(=O)(=O)NCCC(=O)N2CCCCC2)cc1	10	-7	/	-5	-3	3	/	0.9	-1
16	CC(C)c1ccc(Nc2nc(Cl)nc(NCc3ccco3)n2)cc1	28	0	-4	/	-8	4	79*	2.2	-15
17	Cc1cc(=O)cc(C)[nH]1	-31	0	-8	2	6	6	20	0.0	-19
18	COc1cc(/C=C2\SC(=Nc3ccc(N4CCOCC4)cc3)N(C)C2=O)ccc1OC(C)C(=O)O (stereo not given)	5	0	-24	6	6	1	22	0.3	-31
19	O=C(Nc1cccc2c1CCCC2)C1CCCN(S(=O)(=O)c2cccc3nonc23)C1 (stereo not given)	1	0	-14	5	0	3	26	-0.8	-5
20	c1ccc2c(c1)ncn2-c1ccc(-c2ccnc3ncnn23)cc1	9	1	5	3	10	4	33	2.5	-5

The final 3 records of the part above open the next one.
entry	SMILES	NPY-Y1 PAM-ag	Ba/F3 V617F tox	NCF1 inh	NPY Y1 blocker	BaF3 tox	NPY-Y2 PAM-ag	CHOP inhibitor	S1P4 agonist	S1P4 antag
18	COc1cc(/C=C2\SC(=Nc3ccc(N4CCOCC4)cc3)N(C)C2=O)ccc1OC(C)C(=O)O (stereo not given)	5	0	-24	6	6	1	22	0.3	-31
19	O=C(Nc1cccc2c1CCCC2)C1CCCN(S(=O)(=O)c2cccc3nonc23)C1 (stereo not given)	1	0	-14	5	0	3	26	-0.8	-5
20	c1ccc2c(c1)ncn2-c1ccc(-c2ccnc3ncnn23)cc1	9	1	5	3	10	4	33	2.5	-5
21	NNC(=O)CN1C(c2ccccc2)=Nc2ccc(Br)cc2C1c1ccccc1 (stereo not given)	-9	0	-9	10	1	-9	5	0.6	-3
22	O=c1c2ccccc2c(C=NCc2ccccn2)c(O)n1-c1ccccc1Cl	-3	0	-4	-7	-1	15	-10	0.7	1
23	COc1ccc(NC(=O)N2CCN(c3cccc(C(F)(F)F)c3)CC2)cc1OC	-17	8	-8	1	6	-8	9	-1.2	3
24	Nc1nnc(-c2ccc(Cl)cc2)s1	20	5	-11	-1	4	2	-14	2.3	-1
25	CCOC(=O)c1c(N2C(=O)Nc3cc(Cl)c(Cl)cc3N2O)sc2c1CCCCC2	2	-3	-46	2	3	2	-6	3.8	4
26	CCN(C(=O)CN1CCN(c2ccc(OC)cc2)CC1)c1c(N)n(Cc2ccccc2)c(=O)[nH]c1=O	-1	3	-14	0	5	-23	16	-0.7	-3
27	S=C1NCN(CCc2ccccc2)CN1	6	0	0	/	-1	73*	8	1.3	11
28	Cc1ccc2c(c1)c1ncn(Cc3ccc(F)cc3)c(=O)c1n2C	12	-4	-5	/	0	-11	22	0.7	-8
29	CCCCP(=O)(CCCC)Cc1ccccc1	5	-3	-10	6	0	2	6	2.0	-5
30	N/C(Cc1cccc2ccccc12)=N\OC(=O)COc1ccccc1	-37	-1	5	14	6	11	15	0.8	-8
31	CCOC(=O)CC1NC(=O)c2ccccc21 (stereo not given)	-25	2	-16	4	2	-7	6	1.2	-20
32	COc1ccc(N(CC(=O)NC2CCCC2)C(=O)c2ccc(N3CCCCC3)nc2)cc1	-3	1	-6	14	10	-2	24	-2.4	-2
33	Cc1occc1C(=O)O/N=C(\N)c1ccc(Cl)cc1	-14	2	-7	/	-1	-11	-20	-0.4	-2
34	COc1ccc(-c2[nH]ncc2-c2csc(C)n2)c(O)c1	-10	1	7	-2	1	-5	6	1.9	-26
35	COc1ccc(NC2=CC(=O)CC(c3ccccc3)C2)c(OC)c1 (stereo not given)	-25	39*	-14	9	43*	-14	10	-1.5	-14
36	CSc1ncccc1C(=O)OCC(=O)NCc1ccc2c(c1)OCO2	-6	1	-9	13	2	-21	17	0.4	-17
37	Cc1cc(C)n2nc(/C(C#N)=C/c3ccccn3)c(C#N)c2n1	3	0	-1	-3	1	-3	-198	2.7	-11
38	O=C(CN(Cc1ccc(F)cc1)C(=O)Cn1nnc2ccccc21)NCC1CCCO1 (stereo not given)	12	0	-15	1	7	-1	28	-2.2	-16
39	CCOC(=O)c1oc2ccc(S(=O)(=O)n3nc(-c4ccccc4)cc3N)cc2c1C	-8	-2	-12	0	4	-1	85*	1.7	-24
40	O=C(N/N=C/c1cn(-c2cccs2)nc1-c1ccccc1)c1ccccc1O	21	3	-25	-9	8	3	22	-0.7	1

Further structures follow:
item	SMILES	NPY-Y1 PAM-ag	Ba/F3 V617F tox	NCF1 inh	NPY Y1 blocker	BaF3 tox	NPY-Y2 PAM-ag	CHOP inhibitor	S1P4 agonist	S1P4 antag
41	O=C(CNC(=O)c1ccco1)NCC(=O)OCc1cccc(C(=O)Oc2ccccc2)c1	0	-4	-10	-1	-3	-4	39	0.4	-13
42	CC1(C)Cc2nc3sc4c(OCc5ccccc5)ncnc4c3cc2CO1	-8	-2	0	6	6	-7	31	0.7	-12
43	Cc1cc(=O)n2nc(N3CCCC(C(=O)N4CCOCC4)C3)sc2n1 (stereo not given)	10	-4	-13	-6	4	2	-19	-0.9	-8
44	O=C(O)C1CCc2sc3[nH]c(=S)n(-c4ccccc4)c(=O)c3c21 (stereo not given)	2	-1	-4	/	0	0	16	0.5	10
45	O=C(COc1ccc(F)cc1)N(c1ccccn1)C1CCCCC1	1	-5	6	4	0	4	6	-1.3	1
46	COc1ccc([C@H]2CC(=O)c3c(O)cc(O)cc3O2)cc1O	6	-5	-18	/	1	23	19	-0.3	11
47	Cn1c(CCc2ccccc2)nnc1SCC(=O)N1CCCC1	-13	1	-11	4	0	7	18	0.8	-6
48	S=C(NCc1ccc(Cl)cc1)Nc1ccccc1Cl	-3	-3	-11	-6	3	22	9	1.4	-25
49	CCCCN(CC)Cc1ccc(CNC(=O)Nc2ccc(OC)cc2OC)o1	8	2	1	4	-2	-2	11	3.0	1
50	CCOC12NC(=O)CC(=O)N1C(c1ccccc1)=CS2 (stereo not given)	-1	-2	-15	9	5	7	44	0.4	-9
51	O=C(CN1C(=O)c2ccccc2S1(=O)=O)N1CCN(c2ccccc2F)CC1	7	0	-8	-7	7	4	5	-0.6	-18
52	Cc1c(Cl)cccc1NC(=S)NCCc1ccc(C(F)(F)F)cc1	2	-2	-13	2	2	-11	-9	-0.6	9
53	Cc1nn(CC(=O)Nc2cccnc2)c(C)c1[N+](=O)[O-]	12	-2	1	0	3	6	10	5.3	-1
54	CC1(C)SC(=S)N(/N=C/c2ccc(O)cc2)C1N(O)C(=O)Nc1ccc([N+](=O)[O-])cc1 (stereo not given)	38	-1	-9	-17	2	33*	48	-0.3	-12
55	COc1ccc(CCNC(=O)COC(=O)COc2ccc(C#N)cc2)cc1	-1	1	-1	-2	8	10	15	2.4	-8

Molecules shown so far that have an aryl thioether with sulfur outside any ring (3):
item	SMILES	NPY-Y1 PAM-ag	Ba/F3 V617F tox	NCF1 inh	NPY Y1 blocker	BaF3 tox	NPY-Y2 PAM-ag	CHOP inhibitor	S1P4 agonist	S1P4 antag
2	CC(NC(=O)CSc1ncccn1)c1ccc(Cl)cc1Cl (stereo not given)	-7	-3	-6	3	9	8	-30	0.3	7
36	CSc1ncccc1C(=O)OCC(=O)NCc1ccc2c(c1)OCO2	-6	1	-9	13	2	-21	17	0.4	-17
47	Cn1c(CCc2ccccc2)nnc1SCC(=O)N1CCCC1	-13	1	-11	4	0	7	18	0.8	-6
